Screening data: PubChem BioAssay, National Center for Advancing Translational Sciences (NCATS)
GAA inhib – alpha-glucosidase (human) inhibition. actives 0.005% (n = 200,000). AID 1466. Potency, µM (titrated, usually from 76.9 µM), inactives show at the highest dose activity change, negative = inhibition, hits mostly inhibitors. purified human GAA, 4-MU-alpha-glucoside fluorescence. P10253;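 also: plate controls were uninhibited enzyme wells for no effect and no-enzyme background for full effect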
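Activity normalized between no-enzyme (basal) and enzyme-only wells. Conditions: 4 nM human enzyme, 400 uM fluorogenic substrate, citrate/phosphate pH 5.0 with Tween-20, 20 min room temperature, compounds up to 77 uM.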
GLA spleen mod – inhibits or activates alpha-galactosidase in human spleen homogenate | actives 0.008% (n = 240,000) | AID 2107 | P06280 | Potency, µM (titrated, usually from 80 µM), for inactives: at the highest dose activity change, negative = inhibition, actives largely listed as inhibitors | human spleen homogenate, 4MU-alpha-Gal fluorescence, 40 min;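 also: 0% = enzyme with vehicle and -100% = no enzyme basal signal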
Target sequence (P06280 32-429 limits assumed): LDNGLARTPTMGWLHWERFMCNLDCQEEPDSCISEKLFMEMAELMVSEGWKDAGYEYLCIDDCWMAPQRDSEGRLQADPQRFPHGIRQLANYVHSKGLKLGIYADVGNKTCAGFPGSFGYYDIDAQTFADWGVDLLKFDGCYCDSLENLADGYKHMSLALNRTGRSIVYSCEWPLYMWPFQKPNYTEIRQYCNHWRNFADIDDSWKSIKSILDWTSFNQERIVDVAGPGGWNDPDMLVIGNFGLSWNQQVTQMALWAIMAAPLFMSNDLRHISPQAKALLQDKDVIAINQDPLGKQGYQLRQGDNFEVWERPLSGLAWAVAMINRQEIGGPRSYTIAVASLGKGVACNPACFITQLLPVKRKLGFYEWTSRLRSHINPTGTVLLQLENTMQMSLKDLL
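Inhibition or activation of alpha-galactosidase in human spleen homogenate is scored by 4-MU fluorescence after 40 min at 37C, pH 5.0, with 1 mM substrate. AC50s come from concentration-response fitted to the Hill equation.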
Tau fluor cs – counter-screen for tau fibril formation inhibitors. tau K18 P301L Alexa594 fluorescence, heparin fibrillization. Potency, µM (top dose mostly 57.7 µM), without a hit: at the highest dose activity change, negative = decrease. actives 0.93% (n = 280,000). AID 1463; also: % is scaled to controls: 0 for no effect and ±100 for the full control effect; nearly all actives have a fitted effect of over 55% in size
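Human tau K18 P301L (15 uM unlabeled, 0.24 uM Alexa 594-labeled) in 100 mM sodium acetate pH 7 with 20 uM heparin, 6 hr at 37 C. ThT 30 uM added, 1 hr ambient; Alexa 594 FP and total fluorescence read at 555/632 nm.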
HTT ATP protect – protects HTT-Q103 PC12 cells, measured by ATP | PC12 HTT-Q103 induced, cytoprotection, ATP luminescence, 40 h | Potency, µM (series often up to 56.4 µM), inactives show cytoprotection (ATP increase), hits mostly activators | actives 0.14% (n = 230,000) | AID 1471;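 also: % of control where 0% means no effect; nearly all actives have a fitted effect of over 45% in size; toxic huntingtin expression switched on by the ecdysone agonist tebufenozide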
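Compounds were screened for protection of PC12 cells against cell death after tebufenozide induction (100 nM final) of mutant Huntingtin exon 1 (Q103) fused to GFP.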
GAA glycogen – inhibitors or activators of human alpha-glucosidase glycogen cleavage. Potency, µM (doses to about 76.4 µM), without a hit: top-dose activity change, negative = inhibition, actives largely listed as inhibitors. recombinant GAA, glycogen substrate, Amplex Red glucose oxidase fluorescence. actives 0.38% (n = 300,000). P10253;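 also: 0% = full enzyme reaction and -100% = no-enzyme basal signal; the screen sought inhibitors and activators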
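Recombinant human enzyme (4 nM); glycogen substrate; 37 C, 40 min, pH 5.0. Readout: coupled glucose oxidase/Amplex Red fluorescence.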
GAA spleen mod – lysosomal alpha-glucosidase (human) modulation | P10253 | human spleen homogenate, 4-MU-alpha-glucoside fluorescence | Potency, µM (titrated, usually from 79.9 µM), for the others: at the highest dose activity change, negative = inhibition, actives largely listed as inhibitors | actives 0.006% (n = 240,000);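 also: 0% = enzyme with vehicle and -100% = no enzyme basal signal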
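Human spleen homogenate (1 ug) with 4-methylumbelliferyl-alpha-D-glucopyranoside (1 mM final) in 50 mM citrate/phosphate pH 5.0, 0.01% Tween-20; 40 min at 37 C. Stopped at pH 10; 4-MU fluorescence Ex 365/Em 440 nm; AC50 by Hill fit.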
Tau FP inhib – inhibitors of human tau fibril formation; actives 0.39% (n = 280,000); Potency, µM (top dose mostly 57.7 µM), inactives show at the highest dose activity, negative = inhibition, usual class: inhibitors; K18 P301L tau heparin fibrillization, Alexa594 FP, 6 h; P10636; also: % is scaled to controls: 0 for no effect and ±100 for the full control effect; nearly all actives have a fitted effect of over 55% in size
Target sequence (P10636 561-689 P618L limits assumed): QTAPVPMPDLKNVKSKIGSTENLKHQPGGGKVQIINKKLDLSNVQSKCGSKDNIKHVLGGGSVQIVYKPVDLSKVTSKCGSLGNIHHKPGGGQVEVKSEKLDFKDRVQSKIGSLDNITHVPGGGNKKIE
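Human K18 P301L fragment (15 uM unlabeled plus 0.24 uM Alexa 594-labeled) in 100 mM sodium acetate pH 7 with compound, aggregation induced by 20 uM heparin for 6 hr at 37 C. ThT (30 uM) added for 1 hr, then Alexa 594 FP read.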
Tau ThT inhib – tau fibrillization inhibition (ThT binding); P10636; recombinant tau K18 P301L (four-repeat tau fragment), heparin-induced fibrillization, ThT fluorescence; Potency, µM (top dose mostly 57.4 µM), for the others: at the highest dose activity, negative = inhibition, hits mostly inhibitors; actives 2.1% (n = 270,000); also: % is scaled to controls: 0 for no effect and ±100 for the full control effect; nearly all actives have a fitted effect of over 55% in size
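K18 P301L tau (15 uM + 0.24 uM Alexa 594-tagged), heparin 20 uM, NaOAc pH 7, 6 h 37 C; ThT 30 uM, 1 h RT, ex 450/em 510 nm.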
* hit, by the source's call; u = inconclusive; x = no result given; [ ] = remark or other dose. Calls follow the shape of the dose curve; as a rule, active = well fitted curve in the direction sought with a large enough effect; inconclusive = small, poorly fitted or top-dose-only effect, or another doubt; inactive = no such curve, though single readings can be large; an effect the other way counts as inactive or inconclusive. Potency is read from the fitted curve at half-maximal effect.

Values run as follows: GAA inhib	GLA spleen mod	Tau fluor cs	HTT ATP protect	GAA glycogen	GAA spleen mod	Tau FP inhib	Tau ThT inhib
> CCCC(=O)Nc1cc(OC)c(OC)cc1C(=O)O
→ -1%	-7%	6%	2%	-15%	-4%	0%	-1%
> CCc1cccc(Nc2c3c(nc4ncnn24)CCC3)c1
→ -6%	7%	-13%	21%[10 µM]	-19%	11%	-11%	-12%
> COC(=O)c1cc2oc(C)cc2n1CC(=O)Nc1ccc(OC)c(OC)c1
→ x	x	-26%	x	-7%[76.3 µM]	x	-3%	-8%
> O=C(Nc1cccnc1)c1ccc(Cl)c(S(=O)(=O)N2CCc3ccccc32)c1
→ 3%	-1%	u	x	-11%	4%	u	-5%
> Cc1ccc(N(C)S(=O)(=O)c2cccc(C(=O)Nc3nc4ccccc4[nH]3)c2)cc1
→ 6%	-3%	u	-29%[10 µM]	4%	-1%	u	-3%
> Cc1ccccc1NC(=O)COC(=O)/C=C/c1cn(-c2ccccc2)nc1-c1cccnc1
→ -1%	0%	-11%	x	1%	-3%	5%	-10%
> Cc1nc(C(F)(F)F)ccc1C(=O)Nc1ccc(C(F)(F)F)cn1
→ u	-4%	-12%	18%[10 µM]	7%	1%	-1%	-11%
> Cc1cc(C)cc(NC(=O)N2CCCC2C(=O)Nc2ccc(-n3cnnn3)cc2)c1 (stereo not drawn)
→ 3%	0%	-8%	-19%	9%	-12%	-8%	-11%
> CC1(C)COCN1S(=O)(=O)c1ccc(C(=O)Nc2nnc(-c3ccc(Cl)s3)o2)cc1
→ 7%	-2%	-23%	-30%[10 µM]	-1%	-7%	4%	u
> O=C1Nc2ccc(S(=O)(=O)N3CCOCC3)c3cccc1c23
→ u	u	-13%	-17%	20%	-10%	-6%	-7%

The list continues:
Values run as follows: GAA inhib	GLA spleen mod	Tau fluor cs	HTT ATP protect	GAA glycogen	GAA spleen mod	Tau FP inhib	Tau ThT inhib
> COc1cc(C2C3=C(CC(C)(C)CC3=O)N(C)C(=O)N2C)cc(OC)c1OC (stereo not drawn)
→ -1%	0%	-1%	-5%	3%	-5%	6%	-11%
> O=C(CS(=O)(=O)c1ccccc1)Nc1nc2ccccc2s1
→ 11%	-7%	-13%	-2%[10 µM]	5%	-1%	-9%	-13%
> Nc1ccccc1NC1=CC(=O)CC(c2ccccc2)C1 (stereo not drawn)
→ -13%	-7%	-5%	-3%	-2%	-5%	9%	-5%
> CC(=O)N1CCc2cc(NC(=O)c3ccc(C)cc3)ccc21
→ 1%	-9%	-3%	-6%[1.9 µM]	6%	-16%	11%	u
> Cc1ccc(C)c(-c2[nH]ncc2CN2CCCC(CO)(Cc3ccccc3C)C2)c1 (stereo not drawn)
→ -7%	1%	0%	-8%[10 µM]	-5%	-6%	1%	-13%
> O=C(O)c1ccc(Cn2nnc3sc4c(c3c2=O)CCCC4)cc1
→ 1%	-2%	-7%	-1%[10 µM]	25%	-12%	-1%	-15%
> Cc1ccc(NC(=O)c2cccc(OCc3c(C)noc3C)c2)cc1
→ -6%	5%	-19%	-15%	-5%	0%	6%	-10%
> O=C1/C(=C/c2ccccc2)CCCc2ccccc21
→ 6%	8%	-17%	1%[10 µM]	-11%	-17%	-7%	u
> CCOC(=O)c1c(C)[nH]c(N=Nc2cc(C(=O)O)cc(C(=O)O)c2)c1C
→ x	0%	-5%	-14%[10 µM]	2%	-3%	-1%	u
> Cc1ccccc1N1C(=O)C(Cl)=C(N2CCCCCC2)C1=O
→ -2%	-1%	-25%	-2%	7%	2%	u	u

(more compounds)
Values run as follows: GAA inhib	GLA spleen mod	Tau fluor cs	HTT ATP protect	GAA glycogen	GAA spleen mod	Tau FP inhib	Tau ThT inhib
> COc1cccc(CC2(CO)CCCN(Cc3ccccc3-c3ccco3)C2)c1 (stereo not drawn)
→ u	1%	-20%	9%[10 µM]	8%	4%	1%	u
> COC(=O)c1c(NC(=O)C(C)C)sc2c1C(C(=O)OC)CC2 (stereo not drawn)
→ -6%	-2%	-3%	10%[10 µM]	0%	4%	1%	-4%
> O=C(CN1C(=O)CC(c2ccccc2)Sc2ccccc21)Nc1cccc(Cl)c1 (stereo not drawn)
→ x	x	-24%	x	12%[76.3 µM]	x	u	-1%
> CN(Cc1ccccc1)S(=O)(=O)c1cc(Br)cc2c1N(C(=O)C1CC1)CC2
→ x	x	-25%	x	4%[76.3 µM]	x	-2%	-6%
> Cc1nc(SCC(=O)c2ccccc2)n[nH]1
→ 1%	-5%	-1%	-9%	-13%	-6%	-7%	-11%
> O=C1c2cccc([N+](=O)[O-])c2C(=O)N1c1c[nH]c(=O)[nH]c1=O
→ 4%	8%	-6%	5%	-4%	5%	3%	-8%
> CCc1nc(N)c(C#N)c(-c2ccc(O)c(OC)c2)c1C
→ 9%	0%	2%	-25%[10 µM]	-10%	-4%	-3%	0%
> O=C(Nc1ccccc1C(F)(F)F)c1noc2c1CCCCC2
→ x	x	-25%	x	-8%[76.3 µM]	x	-12%	-10%
> Cc1cc(S(=O)(=O)N(Cc2ccccc2Cl)c2ccc3c(c2)CCC3)ccc1-n1cnnn1
→ -9%	0%	-19%	30%[10 µM]	-12%	4%	-1%	-9%
> Brc1cc(Br)c2ncnc(N3CCCCC3)c2c1
→ -3%	1%	-14%	-8%[0.074 µM]	0%	-2%	6%	u

The results go on.
Values run as follows: GAA inhib	GLA spleen mod	Tau fluor cs	HTT ATP protect	GAA glycogen	GAA spleen mod	Tau FP inhib	Tau ThT inhib
> CC(=O)C1=C(O)C=C2Oc3c(C(C)=O)c(O)c(C)c(O)c3C2(C)C1=O (stereo not drawn)
→ x	15%	-18%	-35%[inhibitor]	x	3%	-11%	-8%
> CC(C)(C)SCCNC(=O)CN1C(=O)c2ccccc2S1(=O)=O
→ 3%	2%	0%	-8%	-3%	1%	u	-1%
> CN1CCN(/N=C/c2ccc(-c3ccccc3)cc2)CC1
→ 3%	-8%	-19%	-31%	7%	-8%	2%	u
> COC(=O)C(NS(=O)(=O)c1ccccc1Cl)c1ccccc1 (stereo not drawn)
→ u	-6%	-6%	-6%	17%	-1%	-6%	-3%
> COc1ccc(CNN2CCCCC2C(=O)Nc2ccc(OC)c(OCC(C)C)c2)cc1OC (stereo not drawn)
→ x	-12%	-15%	-4%[10 µM]	u	3%	2%	x
> S=c1[nH]nc(COc2ccccc2)n1Cc1ccccc1
→ -3%	6%	-24%	10%[10 µM]	-19%	6%	u	-16%
> Cc1cc(C)cc(NC(=S)NCCN(C2CCCCC2)C2CCCC2)c1
→ u	3%	-26%	-36%[inhibitor]	9%	4%	0%	-11%
> CC(=O)NCCc1ccc(S(=O)(=O)N2CCOCC2)cc1
→ -9%	5%	-13%	-14%[10 µM]	3%	3%	-2%	-17%
> COc1ccc2[nH]c3c(=S)nc[nH]c3c2c1
→ 3%	-4%	-12%	20%[10 µM]	-7%	-4%	-5%	u
> CCC1CCCCN1CCCNC(=O)c1cc2c(Cl)nc3ccc(C)cc3c2s1 (stereo not drawn)
→ x	x	-13%	x	15%[76.3 µM]	x	13%	-3%

Remaining list, next part
Values run as follows: GAA inhib	GLA spleen mod	Tau fluor cs	HTT ATP protect	GAA glycogen	GAA spleen mod	Tau FP inhib	Tau ThT inhib
> Cn1nc(C(F)(F)F)c(-c2ccc(F)cc2)c1NC(=O)CSCC(=O)O
→ x	6%	5%	-1%[10 µM]	7%	-1%	6%	x
> CCOc1ccccc1NC(=O)c1ccc(Cl)c(NC(=O)CC(c2ccccc2)c2ccccc2)c1
→ -3%	3%	-26%	-27%	-7%	-1%	u	-9%
> CCN(CC)Cc1cc2ccccc2c2c1COC2
→ -13%	8%	-7%	-6%	-10%	-1%	-4%	-6%
> O=C(c1cc2ccccc2oc1=O)N(Cc1ccco1)Cc1cccs1
→ -9%	4%	-8%	-7%	-1%	16%	-14%	-13%
